LMPTP inh = blocks human LMPTP phosphatase; P24666; recombinant LMPTP-A, OMFP fluorogenic substrate, fluorescence intensity; inhibition, % at 20 µM; 0.22% of 360,000 active;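 active = compounds that cut the enzyme signal by at least half of the control window in the single-dose screen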;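 also: plate controls were DMSO wells with enzyme plus substrate for no effect and substrate without enzyme for full effect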
Target sequence (P24666 whole entry, looked up): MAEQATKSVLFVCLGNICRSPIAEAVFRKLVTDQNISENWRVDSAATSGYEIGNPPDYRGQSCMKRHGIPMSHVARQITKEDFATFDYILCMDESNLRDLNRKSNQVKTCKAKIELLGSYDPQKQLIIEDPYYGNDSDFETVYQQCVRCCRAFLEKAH
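Test system: LMPTP-A, protein tyrosine phosphatase of low molecular weight; Input: 0.625 nM enzyme; Incubation: 50 min dark incubation at room temperature; Signal: endpoint fluorescence intensity from OMFP dephosphorylation; Read-out basis: % inhibition versus control wells.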
CSN deneddyl inh = blocks human CSN-mediated cullin deneddylation; Purified CSN, SCF-Nedd8-OG deneddylation, fluorescence polarization; inhibition, % at 12.5 µM; 0.38% of 360,000 active; Q92905;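 active = pattern-corrected inhibition above about 35%, with an unprinted fluorescence ratio check between 0.5 and 1.5, limit read from the data, passing the limit was not always enough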;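 also: 0% = enzyme with substrate and 100% = substrate without enzyme; some results filed as inactive read as strong as hits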
Target sequence (Q92905 whole entry, looked up, one chain of several): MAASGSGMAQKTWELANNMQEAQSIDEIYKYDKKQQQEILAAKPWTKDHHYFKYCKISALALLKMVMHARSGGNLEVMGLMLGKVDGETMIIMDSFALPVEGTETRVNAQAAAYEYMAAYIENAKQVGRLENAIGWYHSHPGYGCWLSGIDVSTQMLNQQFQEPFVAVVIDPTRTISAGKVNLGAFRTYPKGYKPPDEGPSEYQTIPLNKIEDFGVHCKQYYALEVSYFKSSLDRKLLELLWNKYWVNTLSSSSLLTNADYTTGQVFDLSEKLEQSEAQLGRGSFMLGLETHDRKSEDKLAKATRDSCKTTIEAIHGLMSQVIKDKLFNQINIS
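Test system: Human Csn5 produced in HEK293T cells | Compound: 12.5 µM single point | Times: 90 min, room temperature | Signal: Fluorescence polarization readout | Read-out basis: % inhibition of substrate cleavage by Csn5 | Controls: no-enzyme wells high, enzyme-with-substrate wells low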
PABP1 MLLE inh = inhibitors of microRNA-mediated deadenylation, human PABP1 MLLE binding; inhibition, % at 20 µM; P11940; GST-MLLE / FITC-PAM2 fluorescence polarization; 0.36% of 360,000 active; AID 588489; in the data active = inhibition above about 35%, passing the limit was not always enough;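 also: plate controls were DMSO wells with GST-MLLE for no effect and wells lacking GST-MLLE protein for full effect; some results filed as inactive read as strong as hits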
Rpn11 block = inhibitors of human proteasome Rpn11; O00487; human 26S proteasome, Ub4-pepOG fluorescence polarization; 20S core pre-blocked with epoxomicin; calls only at 20 µM; 0.59% of 360,000 active;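 active = inhibition at 20 µM, scaled to each plate's controls, above about 33%, limit read from the data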
STEP inh = blocks human striatal-enriched tyrosine phosphatase. recombinant STEP, OMFP fluorogenic substrate, fluorescence. inhibition, % at 20 µM. 0.25% of 360,000 active;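 active = inhibition at 20 µM, scaled per plate between control wells, above about 37%, limit read from the data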;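 also: 0% = DMSO with enzyme and substrate and 100% = substrate only without enzyme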
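Measure: Control-normalized % inhibition with plate pattern correction | Test system: STEP phosphatase, cell-free reaction | Medium: pH 6.0 Bis-Tris with DTT and Tween 20 | Technique: Fluorescence, 480/540 nm | Times: Reaction 20 min, ambient temperature | Doses: Single compound dose of 20 µM, 1% DMSO final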
Scp1 inh = Scp-1 (human) phosphatase inhibition; Recombinant Scp1, phosphopeptide, malachite green phosphate absorbance; inhibition, % at 20 µM; 0.88% of 340,000 active;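 active = inhibition above about 50% at 20 µM, limit read from the data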;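 also: plate controls were DMSO wells with enzyme for no effect and wells lacking enzyme for full effect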
Target sequence (Q9GZU7 76-261 limits assumed): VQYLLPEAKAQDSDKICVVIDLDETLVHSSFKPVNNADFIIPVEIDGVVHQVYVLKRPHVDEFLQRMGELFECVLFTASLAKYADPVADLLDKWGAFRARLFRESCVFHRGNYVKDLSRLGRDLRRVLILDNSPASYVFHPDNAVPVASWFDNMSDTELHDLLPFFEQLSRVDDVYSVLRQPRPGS
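Assay system: SCP-1 catalytic fragment, aa 76-261 | Buffer or medium: Tris acetate buffer pH 5.5 with MgCl2 and Tween-20 | Compound: One concentration, 20 µM, with 1.0% DMSO | Also added: Phospho 17-mer peptide substrate | Signal: Absorbance at 630 nm | Incubation: 45 min enzyme reaction at room temperature | Measure: % inhibition of SCP-1 phosphate liberation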
SUMO1-SIM PPI = alters human SUMO1 binding to SIM partners. inhibition, % at 20 µM. SUMO1 binding to a labelled peptide, TR-FRET, 1 h. 0.33% of 360,000 active; in the data active = inhibition above about 37%
Target sequence (P63165 whole entry, looked up): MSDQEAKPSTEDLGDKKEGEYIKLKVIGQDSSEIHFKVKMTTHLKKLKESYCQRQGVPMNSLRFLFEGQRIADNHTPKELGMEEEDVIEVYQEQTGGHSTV
Tb MetRS inh = blocks T. brucei methionyl-tRNA synthetase activity | purified T. brucei MetRS, ATP depletion, Kinase-Glo luminescence | inhibition, % at 11.9 µM | 0.4% of 360,000 active | AID 624268;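 active = inhibition above a per-plate cutoff of the control wells' mean inhibition plus 3 SD, cut at about 5.5% in these data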;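 also: 0% = DMSO wells median and 100% = median of wells with control inhibitor compound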
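System: purified T. brucei MetRS enzyme / Detection: Kinase-Glo luciferase luminescence reporting remaining unconsumed ATP / Medium: HEPES buffer with MgCl2, KCl, DTT, spermine, BSA, pyrophosphatase / Replication: singlicate, one well per compound / Evaluation: percent inhibition relative to median high and low control wells / Schedule: 2 h aminoacylation at 25 °C after 15 min preincubation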
NadD inh = blocks S. aureus nicotinate mononucleotide adenylyltransferase; purified NadD enzyme, colorimetric absorbance read-out; inhibition, % at 20 µM; 0.78% of 360,000 active; AID 602399; in the data active = inhibition above about 26%; also: some compounds past the cut are filed as inactive
DNMT1 inh = inhibitors of human DNMT1. P26358. DNMT1 molecular beacon, Hinp1I cleavage, fluorescence. inhibition (reported as % activation of signal), % at 10 µM. 0.83% of 360,000 active; in the data active = inhibition above about 50%
Active calls of the source: *; i = inactive; x = not tested or not shown. This is a random part of the collection. Share with any hit: about 3.6%.

compound	LMPTP inh	CSN deneddyl inh	PABP1 MLLE inh	Rpn11 block	STEP inh	Scp1 inh	SUMO1-SIM PPI	Tb MetRS inh	NadD inh	DNMT1 inh
CC(C)(C)NC(=O)Cn1nnc(-c2ccccc2Cl)n1	-0.9	5	-6	i	-4	-8	1	-0.4	-2	3
N/C(=N\OC(=O)COc1ccc(Cl)cc1Cl)c1ccccn1	-1.1	3	1	i	-3	-3	1	2.6	-4	1
COc1ccc(OC)c2sc(NC(=O)C3=COCCO3)nc12	-0.5	-1	-8	i	3	-5	4	-0.6	-2	-1
C=CCNC(=S)NNC(=O)c1csc(CC)c1	-1.2	-13	-25	i	-2	-10	-4	0.2	-3	3
C[C@H](CO)N1C[C@H](C)[C@@H](CN(C)CC2CC2)Oc2c(NS(=O)(=O)c3ccc(F)cc3)cccc2C1=O	-1.4	-5	-6	i	-2	4	2	-2.2	-1	6
COc1ccc(S(=O)(=O)Nc2cccc(S(=O)(=O)N(C)C)c2)cc1[N+](=O)[O-]	-0.4	2	-2	i	-2	2	-14	-0.4	1	1
COc1ccc(-c2cc(C(=O)Nc3ccccc3N3CCOCC3)c3ccccc3n2)cc1OC	2.2	3	0	i	20	-4	-6	2.0	-4	-3
CC(C)N(C(=O)Cn1c(Cl)nc2ccccc21)C(C)C	-0.6	3	0	i	-1	-7	-1	-0.3	1	-2
COCc1cccc(-c2csc(C(C)(O)c3cccc(F)c3)n2)c1 (stereo not drawn)	-0.9	4	-20	i	-3	x	-5	-0.2	-8	6
Cc1cc(C)c2oc(C(=O)Nc3ccc(S(=O)(=O)N4CCCC(C)C4)cc3)cc(=O)c2c1 (stereo not drawn)	1.2	1	7	i	0	-7	-4	-0.1	1	-4
Cc1ccc(NC(=O)c2ccc(CSc3nnc(C)s3)cc2)c(C)c1	-1.6	-2	7	i	0	-5	2	-0.7	-8	-3
Cc1cn(C2C=CC(CO)O2)c(=O)[nH]c1=O (stereo not drawn)	-0.4	-3	-14	i	1	0	0	-1.0	6	3
COc1ccc(NC(=O)Nc2ccccc2OC)cc1	-0.3	0	-11	i	1	-4	0	-1.7	-6	-2
O=C(NCCO)c1nc2ccccc2s1	-0.8	1	-8	i	-14	-3	0	-0.5	-1	0
N#Cc1ccccc1-n1c(N)c(C(=O)N2CCCC2)sc1=S	1.0	-1	30	i	8	9	-13	-0.2	2	3

Of the compounds above, these have a Cl atom:
compound	LMPTP inh	CSN deneddyl inh	PABP1 MLLE inh	Rpn11 block	STEP inh	Scp1 inh	SUMO1-SIM PPI	Tb MetRS inh	NadD inh	DNMT1 inh
CC(C)(C)NC(=O)Cn1nnc(-c2ccccc2Cl)n1	-0.9	5	-6	i	-4	-8	1	-0.4	-2	3
N/C(=N\OC(=O)COc1ccc(Cl)cc1Cl)c1ccccn1	-1.1	3	1	i	-3	-3	1	2.6	-4	1
CC(C)N(C(=O)Cn1c(Cl)nc2ccccc21)C(C)C	-0.6	3	0	i	-1	-7	-1	-0.3	1	-2

(next part)
compound	LMPTP inh	CSN deneddyl inh	PABP1 MLLE inh	Rpn11 block	STEP inh	Scp1 inh	SUMO1-SIM PPI	Tb MetRS inh	NadD inh	DNMT1 inh
O=C(Cc1ccc(F)cc1)N1CCN(c2ccc(F)cc2)CC1	1.3	6	0	i	0	-10	8	2.4	0	3
NC(=O)NC(=O)COC(=O)CCCc1c[nH]c2ccccc12	-0.7	-3	-6	i	2	0	1	-0.8	-5	0
CCOC(=O)c1[nH]c(C(=O)O)c(CCN(CC)CC)c1C	-0.9	0	10	i	1	-3	22	-0.7	8	0
CCN1C(=O)C(O)(C2COC(C)(C)CC2=O)c2cc(Br)ccc21 (stereo not drawn)	-0.9	-5	1	i	-4	-9	-8	-0.5	0	0
COc1cc(CN2CCCC(C(=O)Nc3cccc(-n4cccn4)c3)C2)ccc1F (stereo not drawn)	-0.2	-1	-3	i	0	-9	-1	-0.1	-5	0
C=CCNC(=O)c1onc(CS(=O)(=O)c2cc(C)cc(C)c2)c1C(=O)NCC=C	-0.1	1	11	i	1	1	-4	-0.2	1	9
Cc1[nH]nc(SCC(=O)NC2CCCC2)c1[N+](=O)[O-]	-0.9	3	6	i	-2	-3	-7	-0.7	-6	1
CC(C)c1cc(C(=O)NCCc2cccs2)c(N)s1	0.6	14	x	x	x	x	0	0.1	x	x
COc1ccc(S(=O)(=O)N(C)CC(=O)O)c2ccccc12	-0.8	-1	1	i	5	-11	0	0.3	-4	9
Cc1ccc(NC(=O)CN(C)C(=O)c2sc3cc(Cl)ccc3c2Cl)cc1	-2.0	-3	-10	i	3	-4	-2	-0.2	-5	4
COc1ccccc1N1CCN(c2ncnc3nc[nH]c23)CC1	-3.3	2	5	i	2	-7	1	-0.3	0	1
O=C(COC(=O)c1cccnc1Cl)NCc1cccs1	25	10	-26	i	-2	4	-2	0.0	0	1
CCN(CC(=O)NCc1cccs1)C(=O)/C=C/c1cccc(Cl)c1Cl	1.5	4	2	i	3	-6	-7	0.2	-1	-1
NC(=O)C1(N2CCCCC2)CCN(CC(=O)Nc2cc(Cl)ccc2Cl)CC1	-0.6	-2	3	i	-2	-3	-1	-0.4	-6	-8
CC(Nc1oc(-c2ccco2)nc1C#N)c1ccccc1 (stereo not drawn)	-1.1	-10	-5	i	-2	-2	-6	0.4	-4	1

Next records follow.
compound	LMPTP inh	CSN deneddyl inh	PABP1 MLLE inh	Rpn11 block	STEP inh	Scp1 inh	SUMO1-SIM PPI	Tb MetRS inh	NadD inh	DNMT1 inh
COc1cc(-c2nc(C(=O)NC3CCN(Cc4ccccc4)CC3)cc3c2[nH]c2ccccc23)cc(OC)c1OC	7.4	4	-6	i	0	15	-1	-0.8	26	-41
CCOC(=O)c1c(NC(=O)Cn2nc(C(=O)O)c3ccccc3c2=O)sc(CC)c1C	2.7	7	-1	i	0	0	4	-0.6	6	0
CC(=O)Nc1ccc(C2(O)COc3ccccc3O2)cc1 (stereo not drawn)	3.0	-3	-6	i	-1	6	0	-0.3	3	-6
Cc1ccc(N2C(=O)c3ccc(N)cc3C2=O)cc1	-0.3	3	4	i	2	-7	-27	-0.7	0	2
CNc1nnc(-c2ccc(OC)cc2)s1	-0.1	0	6	i	-2	1	2	-0.7	0	-5
COc1ccc(C(=O)COC(=O)CCNS(=O)(=O)c2ccccc2)c(OC)c1	2.3	2	-11	i	0	11	2	-0.6	-3	6
O=C(Nc1cccnc1)c1cn(-c2ccccc2)nc1-c1cccs1	3.2	0	0	i	-3	-6	0	-0.1	8	-6
O=C(c1ccc(CS(=O)c2ccccc2Cl)o1)N1CCN(c2ccccc2)CC1 (stereo not drawn)	-0.3	0	8	i	1	20	0	-0.3	-2	1
CCCOc1ccc(N2C(=O)CC(SCCc3nc4ccccc4[nH]3)C2=O)cc1 (stereo not drawn)	1.0	-9	1	i	0	3	1	2.1	-5	-1
CCC(C(=O)NCc1cccs1)n1nc(C)n2c(cc3occc32)c1=O (stereo not drawn)	0.1	-3	8	i	0	1	-1	-0.5	-4	0
CCOc1cccc(C(=O)Nc2ccc(N3CCCC3)cc2)c1	8.1	6	-17	i	2	-2	-49	0.0	8	37
Cc1ccc(-n2nc3ccc(N)cc3n2)c(C)c1	-0.7	1	-7	i	0	1	-4	-1.8	3	-11
O=C(c1cc(Cl)ccc1Cl)N1CCN(c2ccccn2)CC1	-1.1	7	1	i	0	-5	3	0.2	-2	3
Cc1ccc(NC(=O)C2(C)CCN2Cc2ccc(OC(C)C)cc2)cc1 (stereo not drawn)	0.2	-4	-2	i	3	x	-2	-0.2	-4	6
COCCCn1cc(CN2CC(N3CCN(CCN(C)C)CC3)CS2(=O)=O)nn1 (stereo not drawn)	-7.1	-5	x	x	x	x	-1	-0.4	-3	x

(cont.)
compound	LMPTP inh	CSN deneddyl inh	PABP1 MLLE inh	Rpn11 block	STEP inh	Scp1 inh	SUMO1-SIM PPI	Tb MetRS inh	NadD inh	DNMT1 inh
CCOC(=O)c1c(O)c(Cl)c(C)[nH]c1=O	-0.5	-13	-1	i	0	-1	-1	0.2	22	3
CC(Sc1ccc(Cl)cc1)C(=O)Nc1ccccc1-c1ccccc1 (stereo not drawn)	1.9	-18	-2	i	1	-5	-3	-1.2	8	20
O=C(NCc1cccnc1)Nc1ccc(Br)cc1	1.2	3	0	i	-3	1	3	0.1	-8	1
Cc1cc(C)n(CC(O)COc2cccc(OCC(O)Cn3nc(C)cc3C)c2)n1 (stereo not drawn)	-0.3	2	-5	i	2	-5	-1	-1.3	-1	1
CCOCCCNC(=O)c1cc2c(=O)[nH]c3ccccc3c2s1	1.0	-1	2	i	1	-7	-6	-0.7	-8	0
COc1cccc(C2CC(C(F)(F)F)n3ncc(C(=O)O)c3N2)c1 (stereo not drawn)	-1.2	-3	9	i	1	-2	-2	-2.3	-2	-1
CCCCn1c(SCC(=O)NCCOC)nc2ccc(N3CCOCC3)cc2c1=O	-1.3	0	-28	i	1	-6	-11	-1.5	4	-9
COc1ccccc1CCNC(=O)c1ccc(NC(=O)CC2SC(N3CCCC3)=NC2=O)cc1 (stereo not drawn)	-0.1	2	0	i	4	-1	15	-0.5	3	2

Assay outcomes as filed in PubChem.
